Source: PubChem BioAssay
M1 PAM parental – counter-screen for M1 PAMs: effect in parental CHO-K1 cells | ATP EC20, Fluo-8 calcium fluorescence; 0% at ATP EC20, 100% at ATP max | activation, % at 3 µM | 360,000 tested, 0.02% active | AID 602247;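 active = activation above the run cutoff, the mean activation of all test compounds plus 3 SD, cut at about 40% in these data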;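 note: peak over basal fluorescence ratio in a 140 s read after ATP addition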
V1R ag counter – counter-screen for oxytocin receptor agonists: human V1a receptor agonists; P37288; CHO-V1R cells, Fluo-8 calcium fluorescence, agonist mode; 0% DMSO, 100% 3 nM vasopressin; activation, % at 3 µM; 320,000 tested, 0.25% active;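 active = activation above the mean activation of all tested compounds plus 3 SD, per screening run, cut at about 20% in these data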;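 note: signal is peak over basal fluorescence ratio across a 100 second FLIPR read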
Target sequence (P37288 whole entry, looked up): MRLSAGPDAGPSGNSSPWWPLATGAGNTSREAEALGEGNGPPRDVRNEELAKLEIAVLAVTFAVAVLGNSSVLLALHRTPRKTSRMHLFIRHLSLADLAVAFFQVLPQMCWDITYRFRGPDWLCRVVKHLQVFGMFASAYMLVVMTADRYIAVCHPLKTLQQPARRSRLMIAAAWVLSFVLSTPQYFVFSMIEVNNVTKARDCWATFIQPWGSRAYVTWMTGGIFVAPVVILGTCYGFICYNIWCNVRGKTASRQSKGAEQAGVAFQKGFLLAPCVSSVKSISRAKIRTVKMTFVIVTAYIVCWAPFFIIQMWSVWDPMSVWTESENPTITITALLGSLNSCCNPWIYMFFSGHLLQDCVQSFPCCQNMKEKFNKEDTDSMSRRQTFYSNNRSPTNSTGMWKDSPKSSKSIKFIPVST
OXTR potentiate – potentiates the human oxytocin receptor response | 320,000 tested, 0.061% active | P30559 | CHO-OTR cells, Fluo-8 calcium fluorescence, potentiator mode; 0% = oxytocin EC15, 100% = EC100 | activation, % at 3 µM | AID 2445;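 active = activation above that plate's cutoff, the mean activation of tested compounds plus 3 SD, cut at about 6.6% in these data, passing the limit was not always enough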;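 note: 100% uses oxytocin at 75 nM as the full agonist control; some results filed as inactive read as strong as hits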
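Assay system: CHO cell line stably expressing human OTR | Also added: Oxytocin at about EC15, sub-maximal agonist stimulus | Times: Compound 6 min at room temperature before oxytocin, 100 s read | Measured by: Fluo-8 intracellular calcium fluorescence, ex 470-495, em 515-575 nm | Controls: EC15 oxytocin alone as 0%, 75 nM oxytocin as 100%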
TAAR1 antagonist – antagonists of human TAAR1; Q96RJ0; CHO RD-HGA16 TAAR1, Fluo-8 calcium fluorescence, antagonist; inhibition, % at 3 µM; 360,000 tested, 1.5% active;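 active = inhibition above a per-plate cutoff, the mean inhibition of test compounds on that plate plus 3 SD, cut at about 49% in these data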;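 note: 0% = DMSO plus EC80 beta-PEA response and 100% = DMSO alone without agonist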
Target sequence (Q96RJ0 whole entry, looked up): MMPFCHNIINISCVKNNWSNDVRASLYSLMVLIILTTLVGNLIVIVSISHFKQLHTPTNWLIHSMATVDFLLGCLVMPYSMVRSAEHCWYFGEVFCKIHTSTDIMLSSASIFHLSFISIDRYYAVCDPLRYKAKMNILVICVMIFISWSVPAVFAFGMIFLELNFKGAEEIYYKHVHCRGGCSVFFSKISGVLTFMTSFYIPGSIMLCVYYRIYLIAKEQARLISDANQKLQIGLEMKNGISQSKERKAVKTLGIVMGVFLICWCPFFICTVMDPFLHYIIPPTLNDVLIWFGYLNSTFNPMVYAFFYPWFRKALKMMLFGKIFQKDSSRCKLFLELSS
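Test system – hTAAR1-expressing CHO RD-HGA16 cells, Gα16-coupled · Also added – β-PEA at EC80 concentration, post-compound challenge · Compound – 3 µM, single point · Incubation – dye loading 75 min at 37 °C, then 30 min room temperature · Measured by – Fluo-8 intracellular calcium dye fluorescence, real-time kinetic reads · Benchmarks – vehicle and agonist controls · Replicates – singlicate, one well per test compound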
GPR7 antagonist – antagonists of human GPR7 (neuropeptides B/W receptor 1); P48145; GPR7-expressing cells, fluorescence antagonist assay; inhibition, % at 4.4 µM; 290,000 tested, 1.1% active; AID 1861; in the data active = inhibition above about 16%, passing the limit was not always enough;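 note: cells stimulated with the agonist NPW; 0% = agonist with vehicle and 100% = vehicle without agonist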
Target sequence (P48145 whole entry, looked up): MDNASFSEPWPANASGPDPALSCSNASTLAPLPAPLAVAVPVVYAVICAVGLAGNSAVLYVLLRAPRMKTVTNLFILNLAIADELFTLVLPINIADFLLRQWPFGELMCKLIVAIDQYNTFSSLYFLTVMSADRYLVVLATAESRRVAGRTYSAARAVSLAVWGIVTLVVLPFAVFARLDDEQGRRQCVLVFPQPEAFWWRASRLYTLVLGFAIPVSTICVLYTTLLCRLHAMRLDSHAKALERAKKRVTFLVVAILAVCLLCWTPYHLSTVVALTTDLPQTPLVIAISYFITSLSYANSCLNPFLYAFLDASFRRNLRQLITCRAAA
OXTR ag – human OXTR agonism. P30559. 320,000 tested, 0.32% active. CHO-OTR cells, Fluo-8 calcium fluorescence; normalized: DMSO 0%, oxytocin 100%. activation, % at 3 µM;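 active = activation above the mean of all tested compounds plus 3 SD, cutoff set per screening run, cut at about 20% in these data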;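 note: peak over basal fluorescence ratio from a 100 s FLIPR kinetic read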
CHO-K1 Ca antag – counter-screen for M1 antagonists: effect in parental CHO-K1 cells | ATP-induced calcium, Fluo-8 fluorescence | inhibition, % at 3 µM | 360,000 tested, 0.6% active;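 active = inhibition above a per-plate cutoff, the plate's mean sample inhibition plus 3 SD, cut at about 24% in these data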;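 note: 0% = DMSO plus EC80 ATP and 100% = DMSO alone without ATP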
M1 ag parental – nonselective activator or artifact in parental CHO-K1 cells; Fluo-8 calcium fluorescence; scaled to maximal ATP response, vehicle zero; 360,000 tested, 0.48% active; activation, % at 3 µM; in the data active = activation above about 15%;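 note: untransfected CHO-K1 host cells lacking M1 receptor as counterscreen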
CHO parental Ca – counter-screen for OX1R antagonists: effect in parental CHO cells; AID 463079; inhibition, % at 5.6 µM; parental CHO-K1, ATP-induced calcium, Fluo-8 fluorescence; 330,000 tested, 0.63% active;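 active = inhibition above that plate's mean sample inhibition plus 3 SD, cut at about 26% in these data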;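 note: 0% = ATP-challenged DMSO wells and 100% = DMSO wells without ATP; some compounds past the cut are filed as inactive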
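Test system: untransfected parental CHO cell line. Compound: one dose, 5.6 µM nominal. Detection: intracellular calcium via Fluo-8 no-wash fluorescent dye. Measure: % inhibition. Benchmarks: ATP-challenged DMSO wells low, unchallenged DMSO wells high.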
Starred values were filed as active, the others as inactive.

For Cc1cc(C)n(-c2ccc(C(=O)OCC(=O)Nc3ccccc3F)cc2)n1 the results were M1 PAM parental 7.1, V1R ag counter 5.3, OXTR potentiate -6.8, TAAR1 antagonist 38.1, OXTR ag 4.0, CHO-K1 Ca antag -11.4, M1 ag parental 5.3 and CHO parental Ca -16.9.
COc1cc(S(=O)(=O)N2CCN(c3ccccc3)CC2)ccc1Cl was read as M1 PAM parental 4.2, V1R ag counter -0.6, OXTR potentiate -3.2, TAAR1 antagonist -26.6, GPR7 antagonist -5.7, OXTR ag -1.0, CHO-K1 Ca antag -1.3, M1 ag parental -0.2 and CHO parental Ca -0.1.
Screening NC(=O)/C=C\c1cn(-c2ccccc2)nc1-c1ccc2c(c1)OCCO2 returned M1 PAM parental -5.8, V1R ag counter -0.8, OXTR potentiate -9.8, TAAR1 antagonist 12.3, GPR7 antagonist -8.5, OXTR ag -0.2, CHO-K1 Ca antag -3.4, M1 ag parental 3.4 and CHO parental Ca -14.6.
`O=C(O)/C=C/c1cccnc1` gave M1 PAM parental 7.5, V1R ag counter 0.3, OXTR potentiate -13.6, TAAR1 antagonist -28.9, GPR7 antagonist -8.1, OXTR ag -0.3, CHO-K1 Ca antag -15.6, M1 ag parental 0.3 and CHO parental Ca -1.8.
CCOC(=O)N1CCN(C(=O)c2ccc(Cl)nc2)CC1 was read as M1 PAM parental 12.4, V1R ag counter 0.5, OXTR potentiate -3.9, TAAR1 antagonist -16.1, GPR7 antagonist -9.7, OXTR ag -0.6, CHO-K1 Ca antag -10.4, M1 ag parental 0.5 and CHO parental Ca -5.8.
Screening Cc1cccc(N(C)C(=O)c2cc(S(=O)(=O)N3CCCCC3)c[nH]2)c1 returned M1 PAM parental -0.4, V1R ag counter 1.5, OXTR potentiate -5.0, TAAR1 antagonist -20.1, GPR7 antagonist 3.4, OXTR ag -0.2, CHO-K1 Ca antag 10.3, M1 ag parental 0.5 and CHO parental Ca -9.7.
Screening CC1CCN(CCC(=O)NN)CC1 returned M1 PAM parental 5.0, V1R ag counter -0.4, OXTR potentiate -4.6, TAAR1 antagonist -3.3, GPR7 antagonist -4.8, OXTR ag -0.1, CHO-K1 Ca antag 10.3, M1 ag parental 0.5 and CHO parental Ca -0.6.
Screening CCCCN(CC(=O)NC(C)(C)C)C(=O)C(=O)Nc1ccc2c(c1)OCCO2 returned M1 PAM parental 16.3, V1R ag counter 0.3, OXTR potentiate -5.7, TAAR1 antagonist -2.9, GPR7 antagonist -10.8, OXTR ag 0.7, CHO-K1 Ca antag -21.3, M1 ag parental 1.0 and CHO parental Ca -13.2.
Screening COc1ccc(/C=N/NC(=O)c2nn(-c3ccc(Cl)cc3)c(=O)c3c(N)scc23)cc1 returned M1 PAM parental 2.9, V1R ag counter 0.5, OXTR potentiate -0.4, TAAR1 antagonist -12.3, GPR7 antagonist -4.2, OXTR ag -1.4, CHO-K1 Ca antag 3.7, M1 ag parental -0.4 and CHO parental Ca -7.5.
For CCOC(=O)c1cnc2ccc(OCC)cc2c1N(C)Cc1ccccc1 the results were M1 PAM parental -0.8, V1R ag counter -0.8, OXTR potentiate -4.0, TAAR1 antagonist 18.3, GPR7 antagonist 3.5, OXTR ag -1.6, CHO-K1 Ca antag 6.2, M1 ag parental -0.3 and CHO parental Ca -30.6.
`C[C@H](CO)N1C[C@H](C)[C@@H](CN(C)C(=O)Nc2ccc(C(F)(F)F)cc2)Oc2ccc(NC(=O)c3ccncc3)cc2C1=O` gave M1 PAM parental 1.6, V1R ag counter 1.8, OXTR potentiate 1.3, TAAR1 antagonist 5.9, OXTR ag -0.4, CHO-K1 Ca antag -8.5, M1 ag parental 0.2 and CHO parental Ca -7.2.
CC1CCCCN1S(=O)(=O)c1cccc2nonc12 (stereo unspecified) was read as M1 PAM parental 7.9, TAAR1 antagonist -25.4, GPR7 antagonist -5.4, CHO-K1 Ca antag -4.8 and M1 ag parental 0.3.

Of the compounds above, these have an aryl methoxy group.
COc1cc(S(=O)(=O)N2CCN(c3ccccc3)CC2)ccc1Cl was read as M1 PAM parental 4.2, V1R ag counter -0.6, OXTR potentiate -3.2, TAAR1 antagonist -26.6, GPR7 antagonist -5.7, OXTR ag -1.0, CHO-K1 Ca antag -1.3, M1 ag parental -0.2 and CHO parental Ca -0.1.
Screening COc1ccc(/C=N/NC(=O)c2nn(-c3ccc(Cl)cc3)c(=O)c3c(N)scc23)cc1 returned M1 PAM parental 2.9, V1R ag counter 0.5, OXTR potentiate -0.4, TAAR1 antagonist -12.3, GPR7 antagonist -4.2, OXTR ag -1.4, CHO-K1 Ca antag 3.7, M1 ag parental -0.4 and CHO parental Ca -7.5.

Later entries.
CC(C)OCCCNC(=O)c1cc(-c2cccs2)nc2ccccc12 was read as M1 PAM parental 12.1, V1R ag counter 6.1, OXTR potentiate -4.2, TAAR1 antagonist 56.6*, GPR7 antagonist -12.2, OXTR ag -1.4, CHO-K1 Ca antag -0.4, M1 ag parental 8.4 and CHO parental Ca -14.1.
For COC(=O)c1cc(S(=O)(=O)NCC(C)c2ccccc2)c[nH]1 (stereo unspecified) the results were M1 PAM parental 3.7, TAAR1 antagonist 6.1, CHO-K1 Ca antag -10.6 and M1 ag parental 5.1.
Screening Cc1nc2c(-c3ccc(F)cc3)c(C)nn2c(C)c1CCC(=O)N1CCN(c2ccccn2)CC1 returned M1 PAM parental -5.7, V1R ag counter -0.3, OXTR potentiate -4.2, TAAR1 antagonist -4.3, GPR7 antagonist -12.0, OXTR ag 0.2, CHO-K1 Ca antag 6.2, M1 ag parental 0.3 and CHO parental Ca -2.1.
Cc1nc(N2CCN(c3ccccc3F)CC2)[nH]c(=O)c1C was read as M1 PAM parental 4.6, TAAR1 antagonist -26.2, GPR7 antagonist -10.7, CHO-K1 Ca antag 4.0 and M1 ag parental 0.3.
Screening O=C(Nc1ccn(-c2ccccc2)n1)c1ccc(S(=O)(=O)N2CCCCCC2)cc1 returned M1 PAM parental 14.3, V1R ag counter 1.9, OXTR potentiate -6.6, TAAR1 antagonist 5.5, GPR7 antagonist 21.7, OXTR ag -0.2, CHO-K1 Ca antag -23.5, M1 ag parental 2.1 and CHO parental Ca -7.7.
`CN1CCN(CC(=O)Nc2cc(S(=O)(=O)N3CCOCC3)ccc2Cl)CC1` gave M1 PAM parental 15.8, V1R ag counter -0.7, OXTR potentiate -1.0, TAAR1 antagonist -29.5, OXTR ag 0.6, CHO-K1 Ca antag -9.9, M1 ag parental 1.1 and CHO parental Ca 0.1.
For C/C(=C\C=C\c1ccccc1)C(=O)c1c(C)cc(C)[nH]c1=O the results were M1 PAM parental 1.3, V1R ag counter 0.0, OXTR potentiate 4.5, TAAR1 antagonist -2.8, GPR7 antagonist -6.9, OXTR ag -0.6, CHO-K1 Ca antag -14.6, M1 ag parental 0.7 and CHO parental Ca -11.6.
COc1ccccc1NC(=S)NN=C(C)c1ccccn1 was read as M1 PAM parental -17.5, TAAR1 antagonist -6.1, CHO-K1 Ca antag 17.1 and M1 ag parental -0.8.
CC(=O)c1cnc2c(C(=O)O)cnn2c1C was read as M1 PAM parental -4.5, V1R ag counter 1.3, OXTR potentiate -3.9, TAAR1 antagonist -15.9, GPR7 antagonist -7.7, OXTR ag 0.2, CHO-K1 Ca antag -8.3, M1 ag parental -0.3 and CHO parental Ca -9.8.
Screening CCn1c(Cc2ccccc2)nnc1SCC(=O)Nc1ccc2c(c1)OCCO2 returned M1 PAM parental 10.7, V1R ag counter 0.3, OXTR potentiate -3.0, TAAR1 antagonist 7.6, GPR7 antagonist 4.1, OXTR ag -1.2, CHO-K1 Ca antag -16.0, M1 ag parental 1.2 and CHO parental Ca -11.9.
`CCCC[C@@H]1CN=C(N)N1CCc1cc(C(F)(F)F)cc(C(F)(F)F)c1` gave M1 PAM parental -6.4, V1R ag counter 1.6, OXTR potentiate -4.0, TAAR1 antagonist 0.8, OXTR ag -0.5, CHO-K1 Ca antag -3.9, M1 ag parental -0.2 and CHO parental Ca -3.2.
Screening COc1ccc(C=O)cc1OC(=O)N1CCOCC1 returned M1 PAM parental 0.4, V1R ag counter 0.0, OXTR potentiate -4.5, TAAR1 antagonist -2.1, GPR7 antagonist 18.9, OXTR ag 0.7, CHO-K1 Ca antag -8.8, M1 ag parental 0.8 and CHO parental Ca -11.2.
For CC(C)(C)N1CC2([N+](=O)[O-])CN(C(C)(C)C)CC([N+](=O)[O-])(C1)C2 the results were M1 PAM parental -1.4, V1R ag counter -0.6, OXTR potentiate -10.1, TAAR1 antagonist 5.2, GPR7 antagonist -4.5, OXTR ag -1.1, CHO-K1 Ca antag -2.1, M1 ag parental 0.0 and CHO parental Ca 4.1.
`CCN(CC)S(=O)(=O)c1ccc(N2CCOCC2)c(NS(=O)(=O)c2cc(C(C)(C)C)ccc2C)c1` gave M1 PAM parental 8.7, V1R ag counter 0.7, OXTR potentiate -16.8, TAAR1 antagonist -13.3, GPR7 antagonist 5.9, OXTR ag -1.8, CHO-K1 Ca antag -3.0, M1 ag parental 0.1 and CHO parental Ca -14.4.
Cc1cc(-c2cc(C(=O)NC3CCCC3)on2)nc(NCC2CC2)n1 was read as M1 PAM parental 12.4, V1R ag counter -0.1, OXTR potentiate 2.3, TAAR1 antagonist 0.2, OXTR ag -0.7, CHO-K1 Ca antag -13.4, M1 ag parental 0.4 and CHO parental Ca -4.7.
CC(O)(c1cccnc1)c1nc(/C=C/c2ccccc2)cs1 (stereo unspecified) was read as M1 PAM parental 2.2, TAAR1 antagonist -16.2, CHO-K1 Ca antag 7.2 and M1 ag parental 5.0.
CCn1cc(C2=NCCO2)c2ccccc21 was read as M1 PAM parental 9.7, V1R ag counter 0.3, OXTR potentiate -0.4, TAAR1 antagonist -15.2, GPR7 antagonist -8.4, OXTR ag 0.7, CHO-K1 Ca antag -6.7, M1 ag parental 0.7 and CHO parental Ca -12.1.
For COc1ccc(C(C(=O)Nc2ccc(C(C)C)cc2)N(C)C(=O)CNC(C)=O)cc1 (stereo unspecified) the results were M1 PAM parental 7.2, V1R ag counter 0.7, OXTR potentiate -7.0, TAAR1 antagonist -3.0, GPR7 antagonist -2.2, OXTR ag 3.0, CHO-K1 Ca antag -8.8, M1 ag parental 1.0 and CHO parental Ca -17.6.
`CN1CCN(C(=O)CCN2C(=O)/C(=C\c3ccc(Cl)cc3Cl)SC2=S)CC1` gave M1 PAM parental -5.6, V1R ag counter 0.9, OXTR potentiate -1.6, TAAR1 antagonist -28.6, GPR7 antagonist -7.4, OXTR ag 1.9, CHO-K1 Ca antag -1.1, M1 ag parental 1.0 and CHO parental Ca -17.6.
`Cc1nn(-c2ccncc2)c2c1C(=O)CC(C)(C)C2Br` (stereo unspecified) gave M1 PAM parental 19.5, TAAR1 antagonist 3.9, CHO-K1 Ca antag -21.1 and M1 ag parental 0.9.

An unsorted share of the library; 3.5% or so of the library scored in one or more.
